Pf growth 96h: P. falciparum growth inhibition at 96 hours. AID 504834. Potency, µM (doses to about 28.7 µM), inactives show top-dose activity change, negative = inhibition, actives largely listed as inhibitors. actives 6.9% (n = 320,000). P. falciparum luciferase reporter growth, 96 h
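Cell-based qHTS: luciferase-tagged P. falciparum in erythrocytes (2% hematocrit, 0.05% parasitemia final) incubated with compounds for 96 hours, 37 C, 5% CO2; luciferase detection reagent then added and luminescence measured.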
HCV inhibitor: blocks hepatitis C virus | Huh7.5.1 HCVcc-Cre infection, luciferase reporter, 44 h | Potency, µM (doses to about 41.8 µM), without a hit: top-dose activity change, negative = inhibition, hits mostly inhibitors | actives 3.4% (n = 340,000)
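HCVcc-Cre virus at an moi near 0.5 was added right after compound to cells cultured 4 h from seeding (1,000 cells/well). Luciferase activity was determined 44 h later, 15 min after substrate addition at RT.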
TbPYK inhibitor: T. brucei pyruvate kinase inhibition; actives 0.12% (n = 410,000); AID 624173; TbPYK enzyme, Kinase-Glo Plus ATP luminescence, 45 min; Potency, µM (titrated, usually from 76.8 µM), inactives show top-dose activity, negative = inhibition, hits mostly inhibitors; also: nearly all actives have a fitted effect of over 50% in size
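Glycolytic pyruvate kinase of T. brucei was incubated with substrate, test compound and 130 uM ADP for 45 minutes at room temperature. Luminescent Kinase-Glo Plus signal was measured after 10 minutes.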
LmPK inh: blocks Leishmania mexicana pyruvate kinase activity; AID 1721; Potency, µM (series often up to 57.5 µM), inactives show at the top dose activity change, negative = inhibition, actives largely listed as inhibitors; purified LmPK, Kinase-Glo ATP luminescence, 1 h; actives 0.37% (n = 290,000)
Target sequence (Q27686 whole entry, looked up): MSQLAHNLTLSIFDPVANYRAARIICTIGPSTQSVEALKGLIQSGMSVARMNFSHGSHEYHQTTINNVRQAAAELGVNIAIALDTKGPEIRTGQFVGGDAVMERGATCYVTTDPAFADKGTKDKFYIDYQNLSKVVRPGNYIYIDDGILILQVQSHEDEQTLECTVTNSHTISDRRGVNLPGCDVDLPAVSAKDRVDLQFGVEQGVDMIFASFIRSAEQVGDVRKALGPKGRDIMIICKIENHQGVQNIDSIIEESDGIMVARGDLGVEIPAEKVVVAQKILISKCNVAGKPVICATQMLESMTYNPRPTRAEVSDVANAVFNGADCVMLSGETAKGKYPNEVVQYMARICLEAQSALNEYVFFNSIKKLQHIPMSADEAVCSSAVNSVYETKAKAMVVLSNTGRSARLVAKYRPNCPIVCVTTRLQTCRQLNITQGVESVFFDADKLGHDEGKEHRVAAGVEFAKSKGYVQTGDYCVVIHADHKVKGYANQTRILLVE
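Purified LmPK (0.1 nM) converted ADP (0.1 mM) to ATP with PEP (0.5 mM) in imidazole buffer pH 7.2 with KCl and MgCl2, 1 h at room temperature. ATP was read by Kinase-Glo luminescence; data normalized to uninhibited and no-enzyme controls.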
Sm TGR block: S. mansoni TGR enzyme inhibition | purified TGR, DTNB reduction, TNB absorbance 405 nm | Potency, µM (highest dose often 114 µM), inactives show at the top dose activity change, negative = inhibition, actives largely listed as inhibitors | actives 3% (n = 360,000); also: nearly all actives have a fitted effect of over 60% in size
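TGR 20 nM + NADPH 100 uM (dispensed conc.), cpd preinc 15 min RT; start with NADPH (500 uM addition) then DTNB (15 mM addition). Kinetic TNB absorbance, 405 nm filter. Four-parameter Hill fit across titration.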
Pf growth 48h: P. falciparum growth inhibition at 48 hours (one generation); P. falciparum luciferase growth in erythrocytes, 48 h; Potency, µM (highest dose often 28.7 µM), for inactives: at the highest dose activity change, negative = inhibition, most hits filed as inhibitors; actives 5.9% (n = 310,000); AID 504832
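Growth was read as firefly luciferase luminescence after a 48 h, 37 C, 5% CO2 exposure of compounds to reporter-bearing P. falciparum cultures (0.1% parasitemia, 2% hematocrit final) in Albumax-supplemented RPMI 1640.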
* hit, by the source's call; i = inactive; ? = inconclusive; / = no result given; & = joins results of further samples; ! = repeats disagree; [ ] = dose if it differs, or a comment. Calls follow the shape of the dose curve; as a rule, active = well fitted curve in the direction sought with a large enough effect; inconclusive = small, poorly fitted or top-dose-only effect, or another doubt; inactive = no such curve, though single readings can be large; an effect the other way counts as inactive or inconclusive. % is scaled to controls: 0 for no effect and ±100 for the full control effect; potency is read from the fitted curve at half-maximal effect.

1. CCC(C)(C)NC(=O)C(c1ccc(C)cc1)N(Cc1ccco1)C(=O)CCC(=O)Nc1nccs1 (stereo not given)
2. CCOc1ccccc1-n1nnnc1SCC(=O)Nc1cc2oc3ccccc3c2cc1OC
3. Cc1cccc(NC(=O)N2CCCCCC2)c1C
4. N/C(=N\OC(=O)/C=C/c1ccccc1)c1cccnc1
5. COc1ccc(C2C(C#N)=C(N)Oc3c2oc(CO)cc3=O)cc1 (stereo not given)
6. Cc1cccc(C)c1NC(=O)CCCN1CC(C)OC(C)C1 (stereo not given)
7. COCCN(CC(=O)Nc1cccc(C)c1C)C(=O)Cn1cnc2ccccc2c1=O
8. CC1(C(=O)O)CCC2(C)CCC3(C)C(=CC(=O)C4C5(C)CCC(O)C(C)(C)C5CCC43C)C2C1 (stereo not given)

| Compound | 1 | 2 | 3 | 4 | 5 | 6 | 7 | 8 |
| --- | --- | --- | --- | --- | --- | --- | --- | --- |
| Pf growth 96h | -2% | / | 96%[activator] | -5% | 0% | -1% | 11% | -8% |
| HCV inhibitor | 13% | ? | 18% | 9% | 8% | 7% | -4% | / |
| TbPYK inhibitor | -7% | 13% | 5% | 2% | 0% | 0% | 1% | -10% |
| LmPK inh | 4% | 1% | 2% | -13% | -5%[11.5 µM] | 1% | / | / |
| Sm TGR block | -31% | 0% | 2% | / | -4% | 3% | -2% | / |
| Pf growth 48h | / | ? | ? | ? | 10% | / | ? | 6% |

Single records, as listed above. Order of values: Pf growth 96h | HCV inhibitor | TbPYK inhibitor | LmPK inh | Sm TGR block | Pf growth 48h
Shown for `CCOc1ccccc1-n1nnnc1SCC(=O)Nc1cc2oc3ccccc3c2cc1OC` = / | ? | 13% | 1% | 0% | ?
Shown for `Cc1cccc(C)c1NC(=O)CCCN1CC(C)OC(C)C1` (stereo not given) = -1% | 7% | 0% | 1% | 3% | /
Shown for `N/C(=N\OC(=O)/C=C/c1ccccc1)c1cccnc1` = -5% | 9% | 2% | -13% | / | ?

(next part)
9. C/C(=N\S(=O)(=O)c1ccc(C)cc1)NC(=S)Nc1ccc(C)cc1
10. COC(=O)Cn1c(=O)c2c(nc3n2CC(C)CN3CCc2ccccc2)n(C)c1=O (stereo not given)
11. CC(NC(=O)c1ccc(Br)cc1)c1ccc2c(c1)CCCC2 (stereo not given)
12. CCC(=O)NCc1cc(-c2nn(C)c(=O)c3ccccc23)ccc1OC
13. Cc1nnc(SCC(=O)NNC(=O)c2ccco2)n1-c1cccc(Cl)c1
14. COCCN1CC(=O)N2C(c3cccc(OC)c3)c3[nH]c4ccccc4c3C[C@H]2C1=O (stereo not given in full)
15. COC(=O)c1sccc1NC(=O)Nc1ccc(C(C)=O)cc1
16. CCCCc1ccc(NC(=O)COc2ccc(C(=O)Nc3ccccc3C)cc2)cc1

| Compound | 9 | 10 | 11 | 12 | 13 | 14 | 15 | 16 |
| --- | --- | --- | --- | --- | --- | --- | --- | --- |
| Pf growth 96h | 91%[activator] | ? | 9% | 29% | 0% | ? | 259%[activator] | 29% |
| HCV inhibitor | -5% | -19% | 1% | -3% | 4% | 24% | 1% | 1% |
| TbPYK inhibitor | 1% | -12% | -2% | 4%&-9% | 5% | -4% | -16% | / |
| LmPK inh | -2% | 4% | 4% | -10% | -4% | 0% | -25% | -1% |
| Sm TGR block | ? | -17% | -2% | 3%[57.1 µM] | 58%[activator] | -6% | 4% | -1% |
| Pf growth 48h | i | ? | -2% | 9% | 4% | 12µM* | 51%[activator] | -8% |

17. Cc1ccc(C)c(N2CCN(C(=O)COc3cc(=O)n(C)c4ccccc34)CC2)c1
18. CCN(CC)C(=O)C(=O)Nc1ccc(F)c(Cl)c1
19. COc1ccccc1C(=O)n1nc(-c2cccnc2)nc1N
20. CCC(C)(C(=O)NC1CCCC1)N(C)C(=O)c1ccccn1 (stereo not given)
21. CSc1nc2c(C)c(C)c(C)c(C)c2[nH]1
22. Cc1ccc(C(=O)c2cc(C)sc2N)cc1
23. CCCC(CCC)C(=O)NCCN1CCOCC1
24. CCCCc1ccc(NC2=NCC(=O)N2CCc2ccccc2)cc1

| Compound | 17 | 18 | 19 | 20 | 21 | 22 | 23 | 24 |
| --- | --- | --- | --- | --- | --- | --- | --- | --- |
| Pf growth 96h | -22% | -16% | ? | ? | 41%[activator] | 17% | 75%[activator] | ? |
| HCV inhibitor | ? | 5% | -11% | 24% | ? | -12% | 35%[activator] | ? |
| TbPYK inhibitor | 3% | 1% | 13% | 0% | -1% | -5% | -2% | 1% |
| LmPK inh | 2% | -18% | -1% | -3% | 1% | 3% | 1% | -4% |
| Sm TGR block | 2% | / | -13% | -1% | 7% | / | -3% | 6% |
| Pf growth 48h | ? | 54%[activator] | 11% | 4% | 55%[activator] | 10% | 21% | ? |

25. O=C(Nc1ccccc1-c1nc2ccccc2[nH]1)c1ccc(S(=O)(=O)N2CCCCC2)cc1
26. CC(C)OC(=O)C(C#N)c1nc2ccccc2nc1N1CCN(Cc2ccccc2)CC1 (stereo not given)
27. COc1cc(/C=N/NC(=O)C(=O)NCC2CCCO2)ccc1OCC(=O)N1CCOCC1 (stereo not given)
28. Cc1nn(S(=O)(=O)c2ccccc2)c(C)c1Sc1ccc([N+](=O)[O-])cc1
29. CCOc1ccccc1NC(=O)CCNS(=O)(=O)c1cccc2nonc12
30. Cc1cc(N(C)NC(=S)Nc2ccccc2)nc(C)n1
31. CN(C(=O)c1ccc(NC(=O)Cc2cccc(NC(=O)C3CCN(C(=O)C4CCCC4)CC3)c2)cc1)C1CCCC1
32. COCCN=C1Sc2nc3ccc(C)cc3cc2CN1Cc1cccs1

| Compound | 25 | 26 | 27 | 28 | 29 | 30 | 31 | 32 |
| --- | --- | --- | --- | --- | --- | --- | --- | --- |
| Pf growth 96h | 2.9µM* | ? | ? | ? | ? | -26% | ? | ? |
| HCV inhibitor | -27% | -1% | 5% | -18% | ? | 9% | -7% | -24% |
| TbPYK inhibitor | -3% | -5% | 4% | 4% | 5%&-1% | 1% | 1% | -16% |
| LmPK inh | 2% | 11% | -2% | -2% | -6% | -1% | / | 5% |
| Sm TGR block | -24% | 12% | -1% | -5% | -1%&1% | -2% | -3% | -23% |
| Pf growth 48h | ? | ? | -17% | ? | 6% | 22% | ? | 0% |

33. O=S(=O)(Nc1cccnc1)c1cccc(Cl)c1
34. O=C(CN(c1ccc(Cl)cc1)S(=O)(=O)c1ccccc1)N1CCN(c2ccccc2)CC1
35. COc1ccc(Nc2ncnc3sc(C)cc23)c(OC)c1
36. O=C(C1CCN(c2ncnc3c2sc2cccc(F)c23)CC1)N1CCCC1
37. Cc1coc(C)c1C(=O)Nc1ccc2ccccc2c1
38. Cc1ccc(S(=O)(=O)N2CCC(C(=O)OCC(=O)NC3(C#N)CCCCC3)CC2)cc1C
39. O=C(CSc1ccc2nnc(-c3ccccn3)n2n1)Nc1cccc(F)c1
40. O=C(O)/C=C/c1nc(-c2ccccc2)n2ccccc12

| Compound | 33 | 34 | 35 | 36 | 37 | 38 | 39 | 40 |
| --- | --- | --- | --- | --- | --- | --- | --- | --- |
| Pf growth 96h | / | ? | ? | 2% | 136%[activator] | 14% | 13µM* | 42%[activator] |
| HCV inhibitor | 12% | -13% | -18% | / | -11% | 9% | / | -22% |
| TbPYK inhibitor | 5% | / | 4% | / | 7% | -1% | -10% | -3% |
| LmPK inh | 0% | 1% | -1% | -1% | -2% | / | 0% | 5% |
| Sm TGR block | -2% | -4% | 0% | 4% | 2% | -7% | 4% | 2.5µM* |
| Pf growth 48h | 6% | / | 25% | ? | 65%[activator] | ? | ? | 112% |

Some of these compounds in order of SMILES length, descending.
38. Cc1ccc(S(=O)(=O)N2CCC(C(=O)OCC(=O)NC3(C#N)CCCCC3)CC2)cc1C
39. O=C(CSc1ccc2nnc(-c3ccccn3)n2n1)Nc1cccc(F)c1
37. Cc1coc(C)c1C(=O)Nc1ccc2ccccc2c1

| Compound | 38 | 39 | 37 |
| --- | --- | --- | --- |
| Pf growth 96h | 14% | 13µM* | 136%[activator] |
| HCV inhibitor | 9% | / | -11% |
| TbPYK inhibitor | -1% | -10% | 7% |
| LmPK inh | / | 0% | -2% |
| Sm TGR block | -7% | 4% | 2% |
| Pf growth 48h | ? | ? | 65%[activator] |

(listing goes on)
41. COCCCC/C(=N\OCCN)c1ccc(C(F)(F)F)cc1
42. COc1ccccc1C(=O)COC(=O)c1cccc(-n2cnnn2)c1
43. Clc1ccc2c(c1)[C@H]1OCC[C@H]1[C@@H](c1ccco1)N2
44. Cc1ccc2c(c1)Oc1ccc(NC(=O)CCl)cc1C(=O)N2
45. O=C(COC(=O)CNC(=O)c1ccco1)Nc1ncc(Cl)cc1Cl
46. O=C(NC(=S)Nc1ccccc1Br)C1CCCC1
47. CC1CCN(C(=O)CSc2nnc(Cc3cc(=O)[nH]c(=O)[nH]3)n2-c2ccc(Cl)cc2)CC1
48. CCNC(=O)CN(CCc1ccccc1)S(C)(=O)=O

| Compound | 41 | 42 | 43 | 44 | 45 | 46 | 47 | 48 |
| --- | --- | --- | --- | --- | --- | --- | --- | --- |
| Pf growth 96h | 12µM*! | 24% | ? | ? | -12% | 12% | ? | 19% |
| HCV inhibitor | 16µM*! | 0% | -27% | ? | 5% | -28% | 7%&-4% | -7% |
| TbPYK inhibitor | 4%&-1%&-5%&1%&2% | -4% | -16% | -6% | -10% | -5% | -5% | -5% |
| LmPK inh | 2%&-16%&0% | / | ? | 1% | / | 0% | -3% | 2% |
| Sm TGR block | 10%&-5%&-5%&48% | 5% | 40µM* | 11µM* | 40µM* | 13µM* | 5% | 6% |
| Pf growth 48h | ? | 50%[activator] | 100%[activator] | ? | 1% | 3% | 10% | -1% |

49. CC(=O)N1CCN(S(=O)(=O)c2cccc(C(=O)Nc3cc(C(F)(F)F)ccc3N3CCOCC3)c2)CC1
50. O=C1[C@H]2[C@@H](C(=O)N1c1cccc3ccccc13)C1(C(=O)c3ccccc3C1=O)N1CCC[C@@H]21
51. CCNC(=O)COC(=O)CCC(=O)c1ccc(F)cc1
52. O=C(CN1C(=O)CSc2ncccc21)Nc1cccc(Cl)c1
53. CCCCCCOC(=O)c1ccc(NC(=O)c2cc(OC)c(OC)c(OC)c2Br)cc1
54. CC(=O)Nc1ccc(NC(=O)CSc2nnc(NC(=O)C3CC(=O)N(c4ccc(F)cc4)C3)s2)cc1 (stereo not given)
55. CC(C)(C)c1ccc(/C=C/C(=O)O)s1
56. CCN1C(=O)c2cccc3c(S(=O)(=O)N(C(=O)c4cccnc4)c4ccc(OC)cc4)ccc1c23

| Compound | 49 | 50 | 51 | 52 | 53 | 54 | 55 | 56 |
| --- | --- | --- | --- | --- | --- | --- | --- | --- |
| Pf growth 96h | ? | ? | 44%[activator] | 2% | / | ? | 33%[activator] | ? |
| HCV inhibitor | -13% | 11% | 1% | 0% | -19% | 1% | -4% | ? |
| TbPYK inhibitor | 4% | -5% | 3% | -12% | -9% | -11% | -12% | -5% |
| LmPK inh | -10% | 9% | -1% | -5% | -5% | -2% | 2% | 6% |
| Sm TGR block | -22% | -18% | 2% | 1% | -7% | 0% | 2% | 1% |
| Pf growth 48h | ? | ? | ? | 17µM* | ? | -6% | 14% | ? |

Just Pf growth 96h, LmPK inh and HCV inhibitor, for four of the compounds above:
| nr | canonical_smiles | Pf growth 96h | LmPK inh | HCV inhibitor |
| --- | --- | --- | --- | --- |
| 49 | CC(=O)N1CCN(S(=O)(=O)c2cccc(C(=O)Nc3cc(C(F)(F)F)ccc3N3CCOCC3)c2)CC1 | ? | -10% | -13% |
| 50 | O=C1[C@H]2[C@@H](C(=O)N1c1cccc3ccccc13)C1(C(=O)c3ccccc3C1=O)N1CCC[C@@H]21 | ? | 9% | 11% |
| 51 | CCNC(=O)COC(=O)CCC(=O)c1ccc(F)cc1 | 44%[activator] | -1% | 1% |
| 52 | O=C(CN1C(=O)CSc2ncccc21)Nc1cccc(Cl)c1 | 2% | -5% | 0% |

Compound activity from PubChem BioAssay.
